Source: PubChem BioAssay (Sanford-Burnham Center for Chemical Genomics)
tim23-1 inh: inhibits growth of tim23-1 mutant yeast | S. cerevisiae tim23-1 growth, BacTiter-Glo luminescence, 24 h | inhibition, % at 20 µM | 330,000 compounds, 1.3% hits;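 active = growth inhibition of the mutant yeast at or above 50%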;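 also: temperature-sensitive mutant grown at 25 °C; plate controls were DMSO-treated mutant yeast for no effect and medium wells lacking yeast for full effect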
697 NFkB inh: lowers PMA/ionomycin-induced NF-kB signal in 697 B cells. AID 435022. inhibition, % at 4 µM. 697 B-cell NF-kB luciferase reporter, 16 h. 330,000 compounds, 0.33% hits; in the data active = inhibition above about 35%
Mdm2-MdmX inh: human Mdm2/MdmX binding inhibition; O15151+Q00987; SaOS-2 split-luciferase Mdm2/MdmX complementation, luminescence; inhibition, % at 8 µM; 330,000 compounds, 3% hits; AID 485346;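 active = inhibition of at least 50% at 8 µM in the primary screen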
Target sequence (O15151 whole entry, looked up): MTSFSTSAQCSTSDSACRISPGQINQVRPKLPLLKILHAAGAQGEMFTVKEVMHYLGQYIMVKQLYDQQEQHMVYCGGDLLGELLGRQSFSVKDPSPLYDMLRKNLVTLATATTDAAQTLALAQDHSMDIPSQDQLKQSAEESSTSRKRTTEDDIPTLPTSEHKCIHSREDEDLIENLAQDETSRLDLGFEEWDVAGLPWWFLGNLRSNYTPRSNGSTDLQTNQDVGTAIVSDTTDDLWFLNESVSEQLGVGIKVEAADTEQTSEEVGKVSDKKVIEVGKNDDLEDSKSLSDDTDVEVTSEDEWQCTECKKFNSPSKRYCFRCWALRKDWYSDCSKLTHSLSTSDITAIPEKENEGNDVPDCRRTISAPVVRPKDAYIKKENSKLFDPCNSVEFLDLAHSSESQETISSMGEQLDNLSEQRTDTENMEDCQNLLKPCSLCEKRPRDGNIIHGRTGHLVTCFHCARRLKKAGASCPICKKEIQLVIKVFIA
Target sequence (Q00987 whole entry, looked up): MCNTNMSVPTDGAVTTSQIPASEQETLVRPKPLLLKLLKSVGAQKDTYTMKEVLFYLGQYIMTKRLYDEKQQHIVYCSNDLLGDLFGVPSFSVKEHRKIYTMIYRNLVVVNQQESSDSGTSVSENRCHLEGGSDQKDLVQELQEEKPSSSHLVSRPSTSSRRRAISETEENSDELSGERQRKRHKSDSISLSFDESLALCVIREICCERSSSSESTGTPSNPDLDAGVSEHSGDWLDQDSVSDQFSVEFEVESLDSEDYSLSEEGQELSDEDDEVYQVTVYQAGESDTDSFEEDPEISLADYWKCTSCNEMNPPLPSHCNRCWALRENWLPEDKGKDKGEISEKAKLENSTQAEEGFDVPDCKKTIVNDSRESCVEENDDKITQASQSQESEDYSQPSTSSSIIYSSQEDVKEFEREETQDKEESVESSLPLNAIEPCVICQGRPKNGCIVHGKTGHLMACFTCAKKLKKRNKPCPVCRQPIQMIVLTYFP
APJ ag: agonists of human APJ apelin receptor | P35414 | 330,000 compounds, 0.11% hits | CHO-K1 APJ PathHunter beta-arrestin, luminescence; 0% DMSO wells, 100% apelin | AID 2520 | activation, % at 20 µM;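 active = activation more than six SD over the plate average, tested at 20 µM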;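 also: 0% = DMSO alone and 100% = apelin-13 at 10 nM; some results filed as inactive read as strong as hits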
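Incubation: overnight seeding, 90 min compound at 25 °C, 1 h detection; test system: PathHunter CHO-K1 APJ (AGTRL-1) beta-arrestin reporter cells; amount: 1000 cells/well; doses: one dose, 20 µM compound, 1% DMSO; measured by: beta-gal luminescence; measure: agonist-driven arrestin binding to APJ; benchmarks: negative DMSO alone, positive Apelin-13 at 10 nM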
UPR XBP1 act: activators of adaptive arm of unfolded protein response (XBP1) | AID 463104 | activation, % at 20 µM | 330,000 compounds, 0.33% hits | CHO-XBP1 luciferase reporter, IRE1-XBP1 UPR activation, luminescence; percent of tunicamycin response, DMSO as zero;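 active = versus positive control, 20 µM dose yields 30% or more activation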;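 also: 100% = tunicamycin at 10 µg/mL and 0% = DMSO only wells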
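Assay system: CHO-XBP1 luciferase reporter cells; Schedule: 6 h treatment, 37 °C; Detection: glow luminescence from Steady-Glo reagent; Benchmarks: high control tunicamycin 10 µg/mL final, low control DMSO vehicle only.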
UPR CHOP act: activators of apoptotic arm of unfolded protein response (CHOP); CHO-CHOP luciferase reporter, UPR activation, luminescence; percent of tunicamycin response over DMSO baseline; activation, % at 10 µM; 330,000 compounds, 0.34% hits; AID 449763;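 active = at 10 µM dose, activation of 40% or more, normalized to positive control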;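 also: 100% = tunicamycin at 10 µg/mL and 0% = DMSO alone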
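Test system: CHO-CHOP cells, stable luciferase reporter of PERK-eIF2a-CHOP signalling | Quantity: 500 CHO-CHOP cells per well | Buffer or medium: F12 plus 10% serum | Compound dosing: 10 µM single point, 0.5% DMSO | Schedule: 6 h compound treatment, 37 °C | Signal: Luciferase luminescence | Control set: Tunicamycin high control, DMSO low control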
APJ antagonist: antagonists of human APJ apelin receptor; P35414; CHO-K1 APJ beta-arrestin complementation, luminescence; inhibition, % at 20 µM; 330,000 compounds, 0.32% hits; AID 2521;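 active = inhibition above about 40% at 20 µM, limit read from the data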;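 also: cells challenged with 10 nM apelin-13 agonist together with compound; plate controls were apelin-13 plus DMSO wells for no effect and DMSO wells lacking apelin-13 for full effect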
Jurkat NFkB inh: lowers PMA/ionomycin-induced NF-kB signal in Jurkat cells | PMA/ionomycin-induced NF-kB luciferase reporter, luminescence | inhibition, % at 4 µM | 330,000 compounds, 0.53% hits; in the data active = inhibition above about 50%
Starred values were filed as active, the others as inactive.

#	structure	APJ ag	APJ antagonist	UPR CHOP act	tim23-1 inh	Mdm2-MdmX inh	UPR XBP1 act	Jurkat NFkB inh	697 NFkB inh
1	Cc1ccc(C(CNS(=O)(=O)c2ccc(Cl)cc2)N2CCN(C)CC2)cc1 (centres undefined)	1	16	0.5	14	37	0	3	8
2	CC1CCCC(C)N1C(=O)COC(=O)Cc1c[nH]c2ccccc12 (centres undefined)	-4	10	0.6	15	-12	-2	8	-23
3	COCCNc1c2c(nc3c(-c4ccccc4)c(C)nn13)CCC2	2	-1	0.3	43	14	-2	-6	-2
4	Cc1cccc(C)c1N1C(=O)CN(Cc2ccccc2)C1=S	1	10	1.7	55*	-5	-3	12	2
5	CCCn1c(=O)[nH]c2ccccc21	-2	18	-1.0	4	14	-4	-9	21
6	NCCSc1c(-c2ccc(F)cc2)[nH]c2ccccc12	1	-17	-0.6	8	23	1	2	-2
7	COc1ccc(CCNC(=O)COC(=O)c2cc3ccccc3oc2=O)cc1OC	0	12	1.8	29	-16	3	-6	-14
8	O=C(O)/C=C/C(=O)Nc1ccc(N2CCOCC2)nc1N1CCOCC1	-2	14	-1.7	-5	31	-4	-1	9
9	O=C(Oc1ccccc1)N1CCCC1	-3	11	1.6	-6	8	1	-12	9
10	C/C=C(/C)C(=O)O[C@@H]1c2c(ccc3ccc(=O)oc23)O[C@@H]1C(C)(C)OC(=O)/C(C)=C\C	-1	4	0.9	35	-1	0	3	9

#	structure	APJ ag	APJ antagonist	UPR CHOP act	tim23-1 inh	Mdm2-MdmX inh	UPR XBP1 act	Jurkat NFkB inh	697 NFkB inh
11	COc1cccc(CN(C)C(=O)c2ccc3c(=O)n4c(nc3c2)CCC4)c1	-5	-17	-2.2	15	-11	4	0	4
12	Cc1nc(-c2ccc(Cl)cc2)sc1C1(C)CC(c2ccncc2)=NO1 (centres undefined)	-5	-6	3.4	-9	7	2	4	3
13	CCCc1c(OCCCCc2nn[nH]n2)ccc(C(C)=O)c1O	-5	27	-2.2	-15	17	-6	-7	-4
14	COc1ccc(Cl)cc1NC(=O)CSc1nc(=O)n(CCN(C)C)c2c1CCCC2	3	10	4.6	7	30	-2	2	3
15	C=CCNC(=S)NC(CC(=O)OC)c1ccc2c(c1)OCO2 (centres undefined)	-1	-2	-0.7	10	-15	-2	16	32
16	CNC(=S)N1C2CCCC1CC(NC(=O)c1ccc(F)cc1)C2 (centres undefined)	1	10	0.1	-7	21	0	1	7
17	COC(=O)C1=C(Nc2ccc(OC)cc2)C=C(C)C(C(=O)OC)C1c1ccc(C)cc1 (centres undefined)	-3	7	0.1	15	19	-2	9	-2
18	COC(=O)c1ccc(NC(=O)c2ccc3nsnc3c2)cc1	-2	14	2.8	1	12	9	-10	-8
19	Cc1cccc(N2CCN(C(=O)NCc3ccc(F)cc3)CC2)c1C	-3	-25	0.0	8	5	-3	3	5
20	CCN(CC)CCCN(Cc1cc2cc3c(cc2[nH]c1=O)OCO3)C(=S)NC	-1	-2	-0.7	2	15	-4	-2	-1

Arranged by heavy-atom count (descending): some entries from above.
#	structure	APJ ag	APJ antagonist	UPR CHOP act	tim23-1 inh	Mdm2-MdmX inh	UPR XBP1 act	Jurkat NFkB inh	697 NFkB inh
20	CCN(CC)CCCN(Cc1cc2cc3c(cc2[nH]c1=O)OCO3)C(=S)NC	-1	-2	-0.7	2	15	-4	-2	-1
13	CCCc1c(OCCCCc2nn[nH]n2)ccc(C(C)=O)c1O	-5	27	-2.2	-15	17	-6	-7	-4
15	C=CCNC(=S)NC(CC(=O)OC)c1ccc2c(c1)OCO2 (centres undefined)	-1	-2	-0.7	10	-15	-2	16	32

Two consecutive records from above:
#	structure	APJ ag	APJ antagonist	UPR CHOP act	tim23-1 inh	Mdm2-MdmX inh	UPR XBP1 act	Jurkat NFkB inh	697 NFkB inh
19	Cc1cccc(N2CCN(C(=O)NCc3ccc(F)cc3)CC2)c1C	-3	-25	0.0	8	5	-3	3	5
20	CCN(CC)CCCN(Cc1cc2cc3c(cc2[nH]c1=O)OCO3)C(=S)NC	-1	-2	-0.7	2	15	-4	-2	-1

Carrying on:
#	structure	APJ ag	APJ antagonist	UPR CHOP act	tim23-1 inh	Mdm2-MdmX inh	UPR XBP1 act	Jurkat NFkB inh	697 NFkB inh
21	CS(=O)(=O)NCCNc1ccc(Cl)cc1[N+](=O)[O-]	-4	4	-0.3	5	-29	10	6	16
22	CC(=O)Nc1ccc(S(=O)(=O)NNC(=O)c2ccc([N+](=O)[O-])cc2)cc1	2	-6	0.4	-2	21	-4	4	9
23	Cc1nc(-c2ccccc2)cn2c1nc1ccccc12	-3	-9	-2.2	46	15	4	-5	2
24	CCOC(=O)C(NC(C)=O)(Nc1ccc(S(=O)(=O)Nc2cc(C)nc(C)n2)cc1)C(F)(F)F (centres undefined)	3	-5	-0.9	-5	1	-1	12	2
25	COc1ccc(-n2c(N3CCN(C)CC3)nc3sc4c(c3c2=O)CCCCC4)cc1	-3	8	-0.9	-12	12	3	-1	6
26	Cc1cc2nccc(-c3ccccn3)n2n1	-2	8	-0.5	12	-13	-3	-9	5
27	Cc1c(C(=O)N2CCCCC2)c(S(=O)(=O)N2CCC(C)CC2)c(C)n1C	2	-15	-0.8	-7	-8	-4	5	-5
28	COCCNC(=O)C(c1cccs1)N(Cc1cccs1)C(=O)Cn1nnc2ccccc21 (centres undefined)	-4	-12	0.4	-8	-7	-1	-5	8
29	CC(C)CC1c2[nH]c3ccccc3c2CCN1C(=O)c1cnccn1 (centres undefined)	-2	-34	2.9	15	-60	0	-98	-63
30	O=C(Cc1ccc(F)cc1)Nc1ccccc1N1CCCC1	-3	3	1.5	16	22	-2	12	12

#	structure	APJ ag	APJ antagonist	UPR CHOP act	tim23-1 inh	Mdm2-MdmX inh	UPR XBP1 act	Jurkat NFkB inh	697 NFkB inh
31	CCNC(=S)NNc1nncc2ccccc12	-2	18	0.4	3	-23	0	1	-4
32	O=C1c2c(O)cc(O)cc2O[C@H](c2ccc(O)c(O)c2)[C@@H]1O	4	7	0.2	3	0	-3	1	25
33	O=C(O)CN1CCN(c2ncc(C(F)(F)F)cc2Cl)CC1	-2	6	-1.3	-2	15	0	-19	20
34	N#Cc1cccc(NC(=O)CSc2nnc(C3CC3)n2C2CC2)c1	-2	4	-0.3	-5	8	0	8	18
35	CN(Cc1cccnc1)C(=O)CNC(=O)c1ccc(Cl)cc1Cl	-2	6	1.3	0	12	1	-3	21
36	CCOc1ncccc1C(=O)Nc1ccc(-c2ccc3nnc(C)n3n2)cc1	-3	-10	1.4	-12	0	-1	-3	28
37	Cc1nnc(SCCn2c(N3CCCC(C)C3)nc3c2c(=O)[nH]c(=O)n3C)s1 (centres undefined)	-2	-8	0.6	18	24	2	9	-15
38	COc1ccc(S(=O)(=O)Nc2cc(C)on2)cc1NC(C)=O	-2	4	1.6	15	15	8	6	-18
39	CCn1c(=O)n(CCOC)c(=O)c2c3c(sc21)CCCC3	-5	5	-0.1	8	18	2	11	20
40	COc1ccc(NC(=O)C2CCCN(c3nn4c(=O)cc(C)nc4s3)C2)c(OC)c1 (centres undefined)	1	0	-0.3	-1	15	-1	7	7

#	structure	APJ ag	APJ antagonist	UPR CHOP act	tim23-1 inh	Mdm2-MdmX inh	UPR XBP1 act	Jurkat NFkB inh	697 NFkB inh
41	CCc1ccc(OCC(=O)O/N=C(\N)c2ccncc2)cc1	-7	8	4.5	12	-3	1	-40	-39
42	Cc1cc(C)nc(SCNC(=O)c2ccc(F)cc2)n1	-3	12	8.1	4	3	-3	15	20
43	O=C(COC(=O)/C=C/c1ccco1)Nc1cc(S(=O)(=O)N2CCOCC2)ccc1Cl	0	23	0.7	-14	6	0	2	6
44	Cc1ccccc1CN1CCN(S(=O)(=O)c2cccc3nsnc23)CC1	-3	22	-0.1	23	5	-6	22	1
45	COc1cc(CN2CCC(C(=O)N3CCCC(C)C3)CC2)cc(OC)c1O (centres undefined)	0	3	-0.1	6	6	0	0	-1
46	CCOC(=O)c1cnc(-n2cc(C)cn2)nc1Nc1ccccc1OCC	-4	13	-0.9	11	34	3	5	-9
47	O=C(NNC(=O)C1CCCO1)c1ccc([N+](=O)[O-])cc1 (centres undefined)	-1	1	0.9	16	3	1	0	16
48	CCC(C)NC(=O)C(=O)NCc1ccncc1 (centres undefined)	-6	-16	0.1	-6	-25	3	12	-2
49	OCCCC1CCCCN1Cc1nc(Cc2ccccc2Cl)no1 (centres undefined)	-4	-17	-1.7	15	1	0	-11	-9
50	O=C(O)C1CCCCC1C(=O)Nc1ccccc1Cl (centres undefined)	0	5	-1.4	17	-24	-1	4	2

#	structure	APJ ag	APJ antagonist	UPR CHOP act	tim23-1 inh	Mdm2-MdmX inh	UPR XBP1 act	Jurkat NFkB inh	697 NFkB inh
51	NS(=O)(=O)c1cccc(NC(=O)CN2CCC(Cc3ccccc3)CC2)c1	-1	7	-0.6	6	28	1	8	13
52	O=C(c1ccc2c(c1)OCO2)N1CCC2(CC1)Oc1ccc(Cl)cc1C(=O)C21CC(c2ccccc2)=NO1 (centres undefined)	4	6	-1.0	18	31	-2	30	1
53	Cc1ccc(Cl)cc1N1CCN(C(=S)NCCc2ccccc2)CC1	-6	5	-0.4	3	9	-1	10	18
54	CCNc1ccc(C(=O)OCC(=O)Nc2cc(C)on2)cc1[N+](=O)[O-]	-3	10	-0.9	6	4	-1	-3	14
55	CC(=O)c1cc2c(cc1NC(=O)CN1CCCCCC1)OCO2	-2	4	-0.2	6	4	2	-16	-4
56	COc1ccc(C)cc1NS(=O)(=O)c1ccc(-c2cnc(C3CC3)o2)cc1	-4	-8	5.8	37	83*	-4	66*	-272
57	O=C(Nc1ccc(Cl)cc1)c1cccc(NC2=NC3CS(=O)(=O)CC3S2)c1 (centres undefined)	4	1	1.8	2	2	-2	9	7
58	CCN(Cc1ccccc1)S(=O)(=O)c1ccc(C(=O)N2CCN(c3nc4ccccc4s3)CC2)cc1	0	-5	1.1	-3	16	0	17	-23
59	COCC(C)NC(=O)C1CC(c2cccc(Br)c2)=NO1 (centres undefined)	-1	-11	-1.0	9	19	6	-7	-11
60	OCCC1CN(Cc2nc3c(s2)CCCC3)CCN1Cc1ccccc1 (centres undefined)	-1	4	1.9	16	7	-3	4	6
61	Cc1cc(C)cc(C(=O)Nc2ccc(N3CCCC3)cc2)c1	-2	8	4.0	14	-182	1	-160	-128
62	COCCNC(=O)COC(=O)c1ccc(OCC(=O)Nc2ccccc2OC)c(OC)c1	0	-6	0.1	0	-13	-2	9	12
63	c1n[nH]c(NC2=NCCC2)n1	-1	-2	-2.1	19	-14	-1	-4	11

An unsorted share of the library. Share with any hit: about 5%.
